# RGS4-Gao reg = human RGS4-Galphao interaction regulation. P09471. Multiplexed bead flow cytometry, RGS4-Galphao binding; actives lie on both sides. binding response (% of control), % at 10 µM. 220,000 tested, 0.33% active. AID 1415; in the data active = binding response below about 49% or above about 150%; inactive = in between;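 note: fluorescent Galphao activated with aluminum fluoride binding bead-coupled RGS4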
# Bcl-W Bim block = disrupts Bim peptide binding to human Bcl-W. Q92843. bead-based flow cytometry. inhibition, % at 10 µM. 190,000 tested, 0.02% active. AID 952;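 note: 0% = bound tracer without compound and 100% = peptide blocker; higher means less fluorescent Bim peptide bound to Bcl-W beads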
# Target sequence (Q92843 whole entry, looked up): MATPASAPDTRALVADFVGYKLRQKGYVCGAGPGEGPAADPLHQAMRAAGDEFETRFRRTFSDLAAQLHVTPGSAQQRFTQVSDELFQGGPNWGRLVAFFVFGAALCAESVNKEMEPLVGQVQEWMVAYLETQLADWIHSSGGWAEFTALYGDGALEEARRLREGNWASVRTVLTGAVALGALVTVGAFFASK
# Bim-Bcl-2 = disrupts Bim peptide binding to human Bcl-2 | P10415 | Bead-based flow cytometry, Bim peptide-Bcl-2 binding | inhibition, % at 10 µM | 190,000 tested, 0.06% active | AID 950; in the data active = inhibition above about 40%; inconclusive = no clear call, values can overlap the other calls;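 note: 0% = no compound wells with probe peptide and 100% = reference peptide inhibitor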
# Bim-Bcl-B = human Bim-Bcl-B interaction inhibition | Q9HD36 | 190,000 tested, 0.073% active | inhibition, % at 10 µM | bead-based flow cytometry, Bim peptide-Bcl-B binding;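 note: 0% = tracer peptide without compound and 100% = reference inhibitor peptide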
# Target sequence (Q9HD36 whole entry, looked up): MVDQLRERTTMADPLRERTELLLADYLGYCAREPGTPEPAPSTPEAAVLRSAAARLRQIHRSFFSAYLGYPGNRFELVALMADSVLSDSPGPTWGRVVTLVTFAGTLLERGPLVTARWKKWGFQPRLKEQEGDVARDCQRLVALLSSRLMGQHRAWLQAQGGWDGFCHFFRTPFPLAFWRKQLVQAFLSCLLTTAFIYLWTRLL
# ABCB1 inh = human ABCB1 inhibition, ABCG2 as counter-screen; 190,000 tested, 0.067% active; inhibition, % at 6.6 µM; P08183; CCRF-Adr cells, JC-1 efflux, flow cytometry; in the data active = inhibition above about 40%;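 note: 0% = vehicle and 100% = reference inhibitor; higher value means more JC-1 retained so stronger ABCB1 efflux block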
# GSH fluor = GSH bead compound fluorescence profile. AID 1776. fluorescence (KMESF) at 10 µM. GSH beads flow cytometry, compound fluorescence 488/530 nm; stronger effect = higher value. 190,000 tested, 0.25% active; in the data active = fluorescence above about 89;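 note: glutathione beads carrying GST-tagged Bcl family fusion proteins plus one bare bead set; values are compound well signal with DMSO vehicle wells as background; inactives centre near 16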
# RGS7-Gao = regulators of human RGS7-Galphao interaction; Multiplexed bead flow cytometry, RGS7-Galphao binding; actives lie on both sides; binding response (% of control), % at 10 µM; 220,000 tested, 0.35% active; in the data active = binding response below about 49% or above about 150%; inconclusive = no clear call, values can overlap the other calls; inactive = in between;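 note: fluorescent Galphao held in activated GDP-AlF4 state binding bead-coupled RGS7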
# ABCG2 inh = blocks JC-1 efflux by human ABCG2 transporter; Q9UNQ0; 190,000 tested, 0.1% active; inhibition, % at 6.6 µM; IgMXP3 cells, flow cytometry;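 active = inhibition above 80%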;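 note: 0% = DMSO and 100% = nicardipine control wells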
# Target sequence (Q9UNQ0 whole entry, looked up): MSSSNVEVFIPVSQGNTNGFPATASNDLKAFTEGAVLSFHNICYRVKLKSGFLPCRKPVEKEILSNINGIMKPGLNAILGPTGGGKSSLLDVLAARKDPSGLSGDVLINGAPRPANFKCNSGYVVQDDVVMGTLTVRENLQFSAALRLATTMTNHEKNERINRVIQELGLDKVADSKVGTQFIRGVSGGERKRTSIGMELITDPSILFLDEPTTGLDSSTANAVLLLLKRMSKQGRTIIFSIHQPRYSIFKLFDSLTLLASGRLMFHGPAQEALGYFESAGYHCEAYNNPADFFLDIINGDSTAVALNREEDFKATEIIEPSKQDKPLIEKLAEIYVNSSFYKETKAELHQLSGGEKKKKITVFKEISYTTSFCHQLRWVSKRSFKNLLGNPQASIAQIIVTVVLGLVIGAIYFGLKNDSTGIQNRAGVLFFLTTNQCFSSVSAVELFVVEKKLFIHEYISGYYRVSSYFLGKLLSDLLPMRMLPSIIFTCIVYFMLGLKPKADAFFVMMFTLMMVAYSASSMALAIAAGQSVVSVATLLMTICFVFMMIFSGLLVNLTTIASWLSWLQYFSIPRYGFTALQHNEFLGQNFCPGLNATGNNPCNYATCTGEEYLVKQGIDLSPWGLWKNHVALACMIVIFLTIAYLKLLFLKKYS
#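 Assay system – ABCG2 IgMXP3 and barcoded ABCB1 CCRF-Adr cell mix · Input – 3 million cells/mL in well · Reagent – JC-1 fluorescent substrate · Compound – single test compound dose, 6.6 µM final · Timing – 10 min exposure at 25 °C with rotation, no wash · Detection – flow cytometry of retained JC-1 fluorescence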
# Bcl-XL Bim block = inhibitors of Bim-Bcl-XL interaction, human; inhibition, % at 10 µM; Bim peptide-Bcl-XL binding, bead flow cytometry, fluorescence; Q07817; 190,000 tested, 0.04% active
# Avidin bead fluor = compound fluoresces at 488/530 nm on avidin beads; fluorescence (KMESF) at 10 µM; 220,000 tested, 0.38% active; AID 1775; compound fluorescence 488/530 nm, flow cytometry; stronger effect = higher value; in the data active = fluorescence above about 47; note: inactives centre near 10
# Bim-Bfl-1 = disrupts Bim binding to human Bfl-1; 190,000 tested, 0.12% active; Q16548; Bead-based flow cytometry, Bim-Bfl-1 binding inhibition; AID 1008; inhibition, % at 10 µM;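 note: 0% = wells without compound plus tracer and 100% = blocker peptide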
# * = called active by the depositor; ? = inconclusive. Cut-off read from the data, not from the text of the source, unless noted: active = inhibition above about 40%.
# Each structure is followed by: RGS4-Gao reg	Bcl-W Bim block	Bim-Bcl-2	Bim-Bcl-B	ABCB1 inh	GSH fluor	RGS7-Gao	ABCG2 inh	Bcl-XL Bim block	Avidin bead fluor	Bim-Bfl-1
(1) Cc1ccc(/C=N/NC(=O)CSc2nc3ccccc3n2Cc2ccc(Cl)cc2)o1
→ 95	-3	3	-5	-3.0	8	96	-10	-7	4	4
(2) Cc1cc(-c2n[nH]c(=S)n2Cc2ccco2)n(C)n1
→ 90	-7	-5	-21	-0.1	14	93	-1	-15	7	-10
(3) O=C1N=C(N2CCc3ccccc3C2)S/C1=C\c1cccc(O)c1
→ 103	-6	-5	-9	1.9	17	100	43	-6	7	-11
(4) COc1ccc(C(=O)NCC(=O)OCC(=O)N2CC(C)CC(C)C2)cc1 (stereo unspecified)
→ 97	-1	-4	-5	0.0	16	98	0	0	4	-15
(5) Cc1ccccc1Cn1ccc(-c2ccc(Cl)cc2)c(C#N)c1=O
→ 99	-1	-11	-11	0.3	26	98	2	-5	15	-14
(6) COc1ccc(C(=O)NC(=S)NCCO)cc1Br
→ 91	-4	-8	-3	-0.4	17	93	-1	-1	8	1
(7) Cc1ccc(Nc2c(-c3ccc(N4CCOCC4)cc3)nc3ncccn23)c(C)c1
→ 100	-1	1	0	1.2	14	98	9	-3	7	3
(8) COC(=O)/C(=N/Nc1cccc(C)c1)N1CCCc2ccccc21
→ 98	-9	-13	-12	0.6	11	97	17	-12	25	-8
(9) CCCn1nnnc1NC(=O)c1cc(Cl)ccc1Cl
→ 96	0	0	0	0.6	11	100	9	-6	10	1
(10) O=C1NCCCC1C(=O)NCCNC(=O)C(F)(F)F (stereo unspecified)
→ 73	0	1	1	-0.1	10	84	-1	-1	12	0
(11) CCN(CC)CCNC(=O)C1c2ccccc2C(=O)N(C)C1c1cn(C)c2ccccc12 (stereo unspecified)
→ 103	0	-14	-8	6.6	27	101	4	-6	13	-19
(12) COc1ccc(N2C(=O)CCC2(C(N)=O)c2ccccc2)cc1 (stereo unspecified)
→ 118	1	0	-1	0.7	14	115	0	0	9	-6
(13) CCC(C)NS(=O)(=O)c1ccc(F)c(C(=O)Nc2c(F)cc(F)cc2Br)c1 (stereo unspecified)
→ 98	-3	-3	-3	0.3	15	99	0	-2	13	-2
(14) COc1ccc(S(=O)(=O)Nc2ccc(C)cc2)cc1OC
→ 100	3	-6	-8	0.2	40	102	1	-6	6	-9
(15) Cc1ccc(OC(=O)CCN2C(=O)c3ccccc3C2=O)cc1C
→ 104	0	1	-5	1.3	12	99	4	1	7	0
(16) CC(=O)C1C(c2ccc(Cl)cc2)c2c(n[nH]c2C)CC1(C)O (stereo unspecified)
→ 85	0	0	-4	0.3	14	95	0	1	11	-3
(17) Cc1ccc(NC(=O)CC2CS(=O)(=O)CC2CC(=O)Nc2ccc(C)c(C)c2)cc1C (stereo unspecified)
→ 98	-3	-4	-4	0.4	55	98	3	-1	25	-5
(18) CC(=O)N/C(=N\OCc1ccccc1Cl)c1nonc1NC(C)=O
→ 97	-2	-1	-3	0.4	22	97	4	-1	15	-1
(19) Cc1ccc(N=C2S/C(=C\c3cn(CC(=O)O)c4ccccc34)C(=O)N2C)cc1
→ 100	0	1	3	-0.9	10	99	-3	-4	3	0
(20) CC1(C)Cc2c(C#N)c(N3CCOCC3)nc(Cc3ccccc3)c2CO1
→ 103	0	2	-2	0.5	22	101	1	0	17	0

# No new results follow: 13 of the compounds above.
# Each structure is followed by: RGS4-Gao reg	Bcl-W Bim block	Bim-Bcl-2	Bim-Bcl-B	ABCB1 inh	GSH fluor	RGS7-Gao	ABCG2 inh	Bcl-XL Bim block	Avidin bead fluor	Bim-Bfl-1
(8) COC(=O)/C(=N/Nc1cccc(C)c1)N1CCCc2ccccc21
→ 98	-9	-13	-12	0.6	11	97	17	-12	25	-8
(9) CCCn1nnnc1NC(=O)c1cc(Cl)ccc1Cl
→ 96	0	0	0	0.6	11	100	9	-6	10	1
(10) O=C1NCCCC1C(=O)NCCNC(=O)C(F)(F)F (stereo unspecified)
→ 73	0	1	1	-0.1	10	84	-1	-1	12	0
(11) CCN(CC)CCNC(=O)C1c2ccccc2C(=O)N(C)C1c1cn(C)c2ccccc12 (stereo unspecified)
→ 103	0	-14	-8	6.6	27	101	4	-6	13	-19
(12) COc1ccc(N2C(=O)CCC2(C(N)=O)c2ccccc2)cc1 (stereo unspecified)
→ 118	1	0	-1	0.7	14	115	0	0	9	-6
(13) CCC(C)NS(=O)(=O)c1ccc(F)c(C(=O)Nc2c(F)cc(F)cc2Br)c1 (stereo unspecified)
→ 98	-3	-3	-3	0.3	15	99	0	-2	13	-2
(14) COc1ccc(S(=O)(=O)Nc2ccc(C)cc2)cc1OC
→ 100	3	-6	-8	0.2	40	102	1	-6	6	-9
(15) Cc1ccc(OC(=O)CCN2C(=O)c3ccccc3C2=O)cc1C
→ 104	0	1	-5	1.3	12	99	4	1	7	0
(16) CC(=O)C1C(c2ccc(Cl)cc2)c2c(n[nH]c2C)CC1(C)O (stereo unspecified)
→ 85	0	0	-4	0.3	14	95	0	1	11	-3
(17) Cc1ccc(NC(=O)CC2CS(=O)(=O)CC2CC(=O)Nc2ccc(C)c(C)c2)cc1C (stereo unspecified)
→ 98	-3	-4	-4	0.4	55	98	3	-1	25	-5
(18) CC(=O)N/C(=N\OCc1ccccc1Cl)c1nonc1NC(C)=O
→ 97	-2	-1	-3	0.4	22	97	4	-1	15	-1
(19) Cc1ccc(N=C2S/C(=C\c3cn(CC(=O)O)c4ccccc34)C(=O)N2C)cc1
→ 100	0	1	3	-0.9	10	99	-3	-4	3	0
(20) CC1(C)Cc2c(C#N)c(N3CCOCC3)nc(Cc3ccccc3)c2CO1
→ 103	0	2	-2	0.5	22	101	1	0	17	0

# The list continues.
# Each structure is followed by: RGS4-Gao reg	Bcl-W Bim block	Bim-Bcl-2	Bim-Bcl-B	ABCB1 inh	GSH fluor	RGS7-Gao	ABCG2 inh	Bcl-XL Bim block	Avidin bead fluor	Bim-Bfl-1
(21) COC(=O)c1nc(Cl)c(Cl)c(N)c1Cl
→ 99	0	2	-1	0.6	11	?	6	-1	11	-3
(22) Cc1ccc(N(CC2CO2)S(=O)(=O)c2ccc(C)cc2)cc1 (stereo unspecified)
→ 98	-2	-5	-6	0.5	57	93	1	-4	9	-15
(23) CCOc1ccc(N(CC(=O)NC2CCCCC2)C(=O)CSc2nnc(COc3ccccc3)o2)cc1
→ 101	-1	0	3	1.5	16	104	3	-2	22	10
(24) O=C1OCCC1Sc1nc2ccccc2[nH]1 (stereo unspecified)
→ 107	0	-5	-5	0.4	39	99	2	-14	6	-8
(25) COc1cc2nc(C3CCC3)nc(N3CCN(c4ccccn4)CC3)c2cc1OC
→ 101	-6	-2	-7	1.9	8	102	-1	-9	3	-3
(26) O=[N+]([O-])c1ccc(NC2CCN(Cc3ccccc3)CC2)c([N+](=O)[O-])c1
→ 102	-3	-1	-1	1.5	16	103	7	-1	9	-4
(27) COc1cc2c(cc1OC)C(=S)NC(C)(C)C2
→ 94	-1	0	-3	0.4	11	97	1	-5	17	-2
(28) CCOC(=O)CSC1=C(C#N)C(c2ccco2)C(C(=O)OCc2ccccc2)=C(C)N1 (stereo unspecified)
→ 102	-2	-11	-13	8.1	35	99	8	-3	11	-9
(29) O=C(NCc1ccccc1Cl)C1CCN(S(=O)(=O)N2CCCCC2)CC1
→ 104	-5	7	-2	0.7	19	99	-2	-6	18	-3
(30) COc1ccc(OC)c(C2N(c3ccc(Cl)cc3)C(=O)C3CCCN32)c1 (stereo unspecified)
→ 104	-6	-4	-10	0.5	30	102	3	-7	16	-30
(31) COc1cc(/C=C/CN2CCC(CO)(CC3CCCCO3)CC2)ccc1O (stereo unspecified)
→ 104	-2	1	0	-0.1	21	105	0	-1	10	4
(32) Cc1noc(NS(=O)(=O)c2ccc(NC(=O)c3cnc4n(c3=O)CCS4)cc2)c1C
→ 102	2	-30	-2	0.1	22	100	0	-1	5	2
(33) Cc1[nH]n2c(=O)cc(C(C)C)nc2c1-c1ccccc1
→ 96	0	-4	-5	-0.1	4	96	1	-2	8	-12
(34) O=C(NC12CC3CC(CC(C3)C1)C2)c1ccc(-c2ccccc2Cl)o1
→ 98	-4	-5	-1	0.3	16	100	2	-1	10	-1
(35) CCOC(=O)Cc1csc(NC(=O)CCc2ccc(S(=O)(=O)N3CCOCC3)cc2)n1
→ 96	-4	-10	-9	0.7	23	94	10	-4	9	-13
(36) COc1ccc(C(=O)Nc2ccc(S(=O)(=O)Nc3onc(C)c3C)cc2)cc1
→ 97	-1	-5	-11	-0.8	32	99	-1	-6	21	-15
(37) Cc1cc(N=NC(=O)c2ccccc2)ccc1O
→ 102	1	0	-4	-0.3	20	?	3	-2	9	0
(38) Cc1csc(C(C)N(C)C(=O)CCc2nnc(CCc3ccccc3)o2)n1 (stereo unspecified)
→ 98	-5	-4	-5	0.4	11	98	0	0	10	-4
(39) COc1ccc(C2C(C(C)=O)=C(C)Nc3ncnn32)cc1OC (stereo unspecified)
→ 104	2	-5	-5	-0.1	44	102	0	-2	14	-9
(40) CCCNC(=O)c1cc2c(C(F)(F)F)nn(C)c2s1
→ 93	4	0	1	0.4	22	93	5	0	10	0
(41) CCOC(=O)C1C(=O)NC(N2CCN(CC)CC2)=NC1c1ccccc1 (stereo unspecified)
→ 100	0	-14	-14	0.8	32	102	7	0	8	-14
(42) COc1cccc(OC)c1C(=O)OCC(=O)NCC(C)C
→ 97	1	1	1	0.4	12	96	0	4	6	0
(43) CC(C)(C)S(=O)(=O)c1cnc2c(-c3ccc(Cl)cc3)cnn2c1N
→ 103	-6	-4	-5	0.7	19	99	9	-6	8	-3
(44) COC(=O)C1CCN(C(=O)c2sc3nc(-c4ccc(F)cc4)cn3c2C)CC1
→ 96	-3	-3	-1	5.4	25	97	3	-2	10	-2
(45) C=CCNC(=S)N/N=C(\C)c1cccc(NC(C)=O)c1
→ 101	0	-2	-7	0.9	12	?	13	0	15	-3
(46) CCc1ccc(C(=O)/C=C/NCc2ccc(F)cc2)cc1
→ 100	-8	-5	-17	0.6	19	101	11	-12	13	-11
(47) CS(=O)(=O)N(CCc1ccccc1)CC(N)=O
→ 99	-1	-2	-1	0.1	13	97	1	-3	15	-3
(48) Clc1ccc(-c2cnc(Oc3ccccc3)nc2)cc1
→ 116	3	4	1	0.2	10	114	1	3	13	4
(49) COc1cccc(-n2c(SCC(=O)Nc3cc(C)on3)nc3ccccc3c2=O)c1
→ 101	-1	-8	-5	0.3	43	102	0	4	7	-5
(50) CN(C)c1ccc(/C=N/NC(=O)CN(c2cccc(Cl)c2)S(C)(=O)=O)cc1Br
→ 108	0	0	-3	-4.3	29	104	-7	-15	1	0
(51) OCCN(CCO)Cc1csc2ccccc12
→ 105	-2	-7	-12	0.2	11	104	2	-5	13	-9
(52) COC(=O)c1ccccc1NC(=O)CSc1nnc(-c2ccc(OC)cc2)n1C
→ 102	-3	0	0	2.7	64	97	25	-3	8	2

# Compound activity: PubChem, NMMLSC
